RBX1-CUL1 inh: inhibitors of human ROC1-CUL1 ubiquitin ligase activity; E3 ubiquitin-protein ligase RBX1 (Homo sapiens) + Cullin-1 (Homo sapiens), P62877+Q13616; in vitro K48 di-Ub FRET, acceptor:donor ratio, 45 min; inhibition, % at 10 µM; 140,000 compounds, 0.6% hits; AID 1347404, 2020; in the data active = inhibition above about 25%
Target sequence (P62877 whole entry, looked up): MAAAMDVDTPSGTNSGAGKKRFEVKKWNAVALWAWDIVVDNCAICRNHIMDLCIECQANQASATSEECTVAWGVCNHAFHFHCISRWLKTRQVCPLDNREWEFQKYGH
Target sequence (Q13616 whole entry, looked up): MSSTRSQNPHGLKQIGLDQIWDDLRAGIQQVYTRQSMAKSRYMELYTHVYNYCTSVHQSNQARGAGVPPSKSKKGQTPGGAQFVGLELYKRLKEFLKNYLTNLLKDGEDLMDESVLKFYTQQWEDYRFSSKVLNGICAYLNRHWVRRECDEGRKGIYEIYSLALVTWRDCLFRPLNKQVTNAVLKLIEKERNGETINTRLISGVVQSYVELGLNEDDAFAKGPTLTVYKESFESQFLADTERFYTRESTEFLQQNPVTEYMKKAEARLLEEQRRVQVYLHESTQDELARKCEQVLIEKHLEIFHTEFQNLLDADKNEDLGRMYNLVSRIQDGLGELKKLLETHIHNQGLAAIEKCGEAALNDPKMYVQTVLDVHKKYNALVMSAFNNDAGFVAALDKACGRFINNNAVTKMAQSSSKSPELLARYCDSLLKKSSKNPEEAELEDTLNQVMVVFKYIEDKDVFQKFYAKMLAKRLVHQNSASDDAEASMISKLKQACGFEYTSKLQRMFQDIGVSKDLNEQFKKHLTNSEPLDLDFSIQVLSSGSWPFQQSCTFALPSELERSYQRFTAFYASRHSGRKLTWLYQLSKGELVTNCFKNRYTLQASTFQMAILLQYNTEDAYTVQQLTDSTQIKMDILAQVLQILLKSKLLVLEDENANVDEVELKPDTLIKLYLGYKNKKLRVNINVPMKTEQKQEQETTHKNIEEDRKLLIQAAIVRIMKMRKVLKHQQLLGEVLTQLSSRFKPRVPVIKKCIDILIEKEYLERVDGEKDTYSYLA
* hit, by the source's call. This is a subset. The share of hits here may be higher or lower than overall.

SMILES | RBX1-CUL1 inh
Cc1cc(/C=C2\SC(=Nc3ccccc3)NC2=O)c(C)n1-c1cc(C(=O)O)cc(C(=O)O)c1 | 69.4*
CCOc1ccc(/C=C2/SC(=O)N(CNc3ccccc3)C2=O)cc1OCC | 10.2
O=C(N/N=C\c1cn(Cc2ccc(Br)cc2)c2ccccc12)c1cccnc1 | 1.4
CSc1ccc(CN2CCC(n3nccc3NC(=O)C(C)(C)C)CC2)cc1 | -3.4
O=C(CSCc1ccc(Cl)cc1)Nc1ccc2c(c1)C(=O)N(c1ccccc1)C2=O | 2.6
CCOC(=O)c1c(C)oc2ncnc(Nc3ccc(OC)cc3OC)c12 | -8.6
CCOc1ccc(-c2cnc(NCc3cccc(Cl)c3)n2C)cc1 | -8.4
Cc1ccc2onc(CNC(=O)N3CCN(c4cccc(C)c4C)CC3)c2c1 | 0.4
COc1ccc(-c2c(C#N)c(N)nc3c2CCCCCC3)c(OC)c1 | -4.3
COCc1[nH]nc2c1C(c1ccco1)C(C#N)C(=N)O2 (stereo not drawn) | 0.7
CCOC(=O)C(=C([O-])SC)[n+]1ccccc1 | 3.3
COc1cc(OC)c(NC(C)=O)cc1Cl | -10.0
CNC(=O)c1c(NC(=O)c2cc(=O)c3ccccc3o2)sc2c1CCC2 | -5.3
Cc1cccnc1-c1cccc2c1OC(CNC(=O)C1CC1)C2 (stereo not drawn) | 0.0
O=C1NC2(CCCC2)C(=O)N1CCS(=O)(=O)Oc1ccc(Cl)cc1 | 5.5
COc1ccc(C)cc1NS(=O)(=O)c1ccc2c3c(cccc13)C(=O)N2 | -1.1
COc1ccccc1CCNC(=O)c1cc(NS(C)(=O)=O)cc2ncn(CCc3ccccc3)c12 | -5.1
CCOc1cccc(CC(=O)N2CCc3c([nH]c4ccccc34)C2c2ccc(F)cc2)c1OCC (stereo not drawn) | 1.1
O=C(Cc1ccccc1F)Nc1ccc2c(c1)CN(Cc1cccnc1)CC2 | 4.7
COC(=O)c1ccc(CN2CC[C@@H](N3CCC(O)CC3)[C@H](O)C2)cc1 | 7.7
COc1ccc(-c2cc(-c3ccc(C)cc3)nc3sc(C(=O)Nc4ccc(C)cc4C)c(N)c23)cc1 | 0.3
Cn1cc(P(=S)(N2CCOCC2)N2CCOCC2)cc1P(=S)(N1CCOCC1)N1CCOCC1 | -2.0
N#CC1C(=N)Oc2n[nH]c(-c3cccnc3)c2/C1=C1\C(=O)Nc2ccc(Br)cc21 (stereo not drawn) | 4.8
O=C(c1ccccc1)c1ccccc1Nc1nc(Cl)nc(Cl)n1 | 4.4
COC(=O)c1ccccc1NC(=O)c1ccc(OC)c(OC)c1 | -8.2

Given with values ahead of the structure: part of the list above
RBX1-CUL1 inh	smiles
0.4	Cc1ccc2onc(CNC(=O)N3CCN(c4cccc(C)c4C)CC3)c2c1
-4.3	COc1ccc(-c2c(C#N)c(N)nc3c2CCCCCC3)c(OC)c1

Following part
SMILES | RBX1-CUL1 inh
COc1cccc(C(=O)NN2CCN(C)CC2)c1 | -2.5
COc1ccc(OC2CCN(Cc3nc(-c4cc(F)cc(F)c4)oc3C)CC2)cc1 | 5.8
CCOC(=O)/C(C#N)=C1/C=CN(c2ccccc2)C=N1 | -6.8
CCN1C(=O)C(Cc2nc3ccccc3c(=O)n2-c2cccc(C)c2)c2ccccc21 (stereo not drawn) | 1.9
Cc1ccc(CNc2oc(COc3ccccc3F)nc2C#N)cc1 | 12.2
N#C/C(=C/c1ccc(Cl)cc1)C(=O)N1CCN(c2ccccc2)CC1 | 13.4
C=CCN1C(=O)C(CC)NC1=S (stereo not drawn) | 0.6
CSc1ccc(CNC2COc3ccccc3C2)cc1 (stereo not drawn) | 1.9
CC(C)c1ccc(NC(=O)c2cc(S(=O)(=O)N3CCCCC3)cn2C)cc1 | -1.3
CCCCc1ccc(N2CC(C(=O)O)CC2=O)cc1 (stereo not drawn) | 7.1
Cn1c(=O)c2sccc2n2c(CCCC(=O)Nc3ccc(Cl)cc3)nnc12 | 4.8
C/C=C/Cn1c(=O)c2c(nc3n(-c4cccc(OC)c4)c(C)cn23)n(C)c1=O | 15.8
O=C(Nc1nccs1)C1Cc2ccccc2CN1C(=O)OCc1ccccc1 (stereo not drawn) | 5.2
c1cc2ccc1CNCCCNCCCNCc1ccc(cc1)CNCCCNCCCNC2 | 9.5
CCCCN1C(=O)C(C=Nc2cc([N+](=O)[O-])ccc2OC)C(=O)N(CCc2ccccc2)C1=O (stereo not drawn) | 6.5
COc1ccc(CC(=O)NCCc2csc(-c3ccc(C(F)(F)F)cc3)n2)cc1 | -0.5
COc1cccc(CNC(=O)c2cc3n(n2)CCCN(Cc2ccc(C)cc2)C3=O)c1OC | 1.5
CCOc1ccc(-c2cc3c(=O)n(CC(=O)NCc4ccccc4)ccn3n2)cc1 | -0.2
CC(=O)Nc1cccc2c1C(=O)N(c1cccc(C(=O)O)c1)C2=O | -15.5
CCOC(=O)C1CCN(C(=O)c2cc(COc3ccc(F)cc3F)on2)CC1 | 12.8
CCOc1ccc(-c2cccc(NS(=O)(=O)c3ccc(C)s3)c2)nn1 | -3.6
CC1(C(=O)Nc2ccc(F)cc2)Cc2ccccc2C(=O)O1 (stereo not drawn) | 3.2
CC(C)Sc1nncc(-c2cc3c(c(SC(C)C)n2)CCCC3)n1 | -7.3
COc1cc(/C=c2/sc3n(c2=O)C(c2cccc(F)c2)C2=C(N=3)c3ccccc3CC2)cc(I)c1O (stereo not drawn) | -2.3
CCCn1ncc(-c2ccnc(N3CCCC3c3ccccn3)n2)c1C (stereo not drawn) | 9.1
SMILES | RBX1-CUL1 inh
Cc1ccc(Cn2c(SCc3ccc(C(=O)NC4CCCCC4)cc3)nc3ccncc32)cc1 | 4.9
O=S(=O)(N/N=C/c1ccc(-c2ccc(Cl)c(Cl)c2)o1)c1ccccc1 | 4.6
O=C(Cn1nnnc1CN1CCCC1)N1CCN(C2CCc3ccccc3C2)CC1 (stereo not drawn) | 2.0
Cc1ccc(NC(=O)CCCn2nc(C)c3c(C)n(-c4ccccc4)nc3c2=O)cc1Cl | -5.8
COc1ccc(CN2CCc3[nH]nc(C4CCC4)c3C2)cc1Cn1cncn1 | -1.7
Cc1cnc(Sc2nccn2C)c([N+](=O)[O-])c1 | -1.0
CC(=O)Nc1ccc(N=C2C=C(C(C)C)C(=O)C(C(C)C)=C2)cc1 | -1.1
Cc1cc(C)n(C(=O)CSc2nc(N)c(C#N)cc2C#N)n1 | 13.5
COc1ccc(OC)c(C(=O)N2CCCC(CCC(=O)NCc3ccc(C)o3)C2)c1 (stereo not drawn) | -1.7
CCOc1ccccc1N1C(=O)CC(N2CCC(C(N)=O)CC2)C1=O (stereo not drawn) | 3.2
OCCCc1nc2ccccc2n1CCCCOc1ccccc1 | 8.2
CCOc1ccc(-n2c(C)ccc2C)cc1 | 6.0
CC(C)N1CCC(NC(=O)c2cc(Cl)cc(Cl)c2)CC1 | 15.7
COc1ccc(NCc2nnc(SCC(=O)Nc3sc4c(c3C#N)CCCC4)n2-c2ccccc2)cc1 | 2.4
COc1ccc(OC)c(NC(=O)c2cc(=O)c3c(C)cc(C)cc3o2)c1 | 2.9
C1CCN(C2CCN(c3nc4nonc4nc3N3CCCC3)CC2)CC1 | 8.6
Cc1ccc(C2OCC3(CO2)SC(=N)NC3=O)cc1 (stereo not drawn) | -0.3
O=C(CCC1CCCC1)Nc1ccon1 | 4.3
O=C(Nc1sc2c(c1C(=O)Nc1cccc3ccccc13)CCCC2)c1ccccc1Br | -6.1
Cc1ccc(NC(=O)C2CCCN2S(=O)(=O)c2cccc3cccnc23)cc1 (stereo not drawn) | -4.2
CSc1nc(Nc2ccc(F)cc2)cc(-c2ccccc2)n1 | -2.5
C=CCOc1ccc(/C=C2\C(=O)N(Cc3ccc(C)cc3)C(C)=C2C(=O)OC)cc1 | -1.7
Cc1ccc(C2CC(C(F)(F)F)n3ncc(C(=O)N(C)C4CCCCC4)c3N2)cc1 (stereo not drawn) | 1.3
c1ccc(N2CCN(Cc3cccn3-c3nnc(N4CCN(C5CCCCC5)CC4)s3)CC2)cc1 | -4.6
Cc1ccc(S(=O)(=O)Cc2nc3ccccc3c(=O)[nH]2)cc1 | -2.6
SMILES | RBX1-CUL1 inh
O=C1NC(=O)N(c2ccc(Cl)cc2)C2=NC(c3ccc(F)cc3)=NC(C(F)(F)F)(C(F)(F)F)C12 (stereo not drawn) | -0.1
Cc1oc(-c2ccccc2NC(=O)CC2CCCC2)nc1CNC(=O)c1c(-c2ccccc2)noc1C | 0.5
CC(C)(C)CC(=O)NC1CCN(Cc2ccccc2)CC1 | 3.5
COc1ccc(C(=O)c2c[nH]cc2-c2ccccc2)cc1 | -5.5
Cc1n[nH]c(=S)n1-c1cccc(Cl)c1 | -1.8
CN1C2CCC1CC(=NOC(c1ccc(F)cc1)c1ccc(F)cc1)C2 | 8.7
COc1ccc(/C=N/NC(=O)c2cc(-c3ccccc3Cl)nc3ccccc23)cc1 | 3.6
Cc1nc(CNC(=O)c2ccc(C)c(N3CCNC3=O)c2)cc(=O)[nH]1 | -7.0
Cc1[nH]c2nc3c(c(=O)n(Cc4ccccc4)c(=O)n3C)n2c1C | -0.5
OCCN1CCN(C2Cc3cc(Cl)ccc3Sc3ccc(Cl)cc32)CC1 (stereo not drawn) | 7.0
CC(=O)CC(C)=NC(Cc1c[nH]c2ccccc12)C(=O)O (stereo not drawn) | -6.4
C=CCS(=O)(=O)N1CCCC(CNC(=O)COc2ccccc2OC)C1 (stereo not drawn) | -4.1
COC(=O)c1ccc(C(=O)OC)c(NC(=O)c2cccc(C)c2)c1 | -4.6
CCOc1cc(C)nc(-c2ccccc2O)n1 | 2.5
Cc1ccc(O)c(NC(=O)c2ccc(Br)cc2)c1 | -3.4
CC(C)CC(=O)Nc1nnc2n1CCS2 | -6.7
CSc1ccccc1C(=O)NCc1c(C)ncc2c1CCN(C(=O)c1ccc(-n3cccn3)cc1)C2 | -7.6
CC(C)(C)c1ccc(C(=O)O)cc1C(=O)O | 1.0
COc1ccc(Cc2nnc(NC(=O)Cc3cccs3)s2)cc1OC | 24.8
C#CCN1C(=O)S/C(=C/c2cc(C)n(-c3ccccn3)c2C)C1=O | -4.3
CCCn1c(C)c(CC(=O)NCCNC(C)=O)c2c1CC(C)(C)CC2=O | 1.5
COc1ccc(CCNC(=O)c2ccc(Cn3c(=O)c4cccn4c4cccnc43)cc2)cc1OC | -2.6
COc1ccc(NC(=O)Cn2nc3c(cc2=O)CCCC3)cc1Cl | 0.1
COc1cc(/C=C2/C(=N)N3C(c4ccccc4)=CSC3=NC2=O)ccc1Oc1ccc(C(F)(F)F)cc1[N+](=O)[O-] | 2.5
N#Cc1ncc(-c2ccc3c(c2)OCCOCCOCCOCCO3)nc1C#N | -1.4

Grouped by structure: those above containing a cyano group (9)
SMILES | RBX1-CUL1 inh
COc1ccc(-c2c(C#N)c(N)nc3c2CCCCCC3)c(OC)c1 | -4.3
COCc1[nH]nc2c1C(c1ccco1)C(C#N)C(=N)O2 (stereo not drawn) | 0.7
N#CC1C(=N)Oc2n[nH]c(-c3cccnc3)c2/C1=C1\C(=O)Nc2ccc(Br)cc21 (stereo not drawn) | 4.8
CCOC(=O)/C(C#N)=C1/C=CN(c2ccccc2)C=N1 | -6.8
Cc1ccc(CNc2oc(COc3ccccc3F)nc2C#N)cc1 | 12.2
N#C/C(=C/c1ccc(Cl)cc1)C(=O)N1CCN(c2ccccc2)CC1 | 13.4
Cc1cc(C)n(C(=O)CSc2nc(N)c(C#N)cc2C#N)n1 | 13.5
COc1ccc(NCc2nnc(SCC(=O)Nc3sc4c(c3C#N)CCCC4)n2-c2ccccc2)cc1 | 2.4
N#Cc1ncc(-c2ccc3c(c2)OCCOCCOCCOCCO3)nc1C#N | -1.4

(listing goes on)
SMILES | RBX1-CUL1 inh
CCOC(=O)C1=C(c2ccccc2)N=c2s/c(=C/c3cccc([N+](=O)[O-])c3O)c(=O)n2C1c1ccc2c(c1)OCO2 (stereo not drawn) | -6.3
Cc1cc(CN(C)C2CCCN(Cc3ccccc3F)C2)n[nH]1 (stereo not drawn) | -8.6
Cc1ccc(-n2nc3cc(Cl)c(NC(=S)NC(=O)c4cc5ccccc5o4)cc3n2)cc1 | 1.0
O=S(=O)(c1ccc(F)cc1)N(Cc1nc(-c2ccc(Cl)cc2)no1)C1CCCCC1 | 1.7
COc1ccc(NC(=O)CC2SC(=Nc3ccccc3)N(c3ccccc3)C2=O)cc1 (stereo not drawn) | 5.5
c1ccc(Cc2nnc3sc(-c4ccc(-c5ccccc5)cc4)nn23)cc1 | 5.0
CCOc1ccc(CCNC(=O)CCCc2nnc3n(CC)c(=O)c4sccc4n23)cc1 | 1.7
O=C1C(Cc2ccc3c(c2)OCO3)=NC(=S)N1c1ccc(Br)cc1 | 1.2
CCc1nnc2c(Nc3cccc(F)c3)nc3ccc(C(=O)c4ccccc4)cc3n12 | -0.3
COC(=O)c1c(-c2ccc(F)cc2)csc1NC(=O)c1ccc(Cl)cc1Cl | 2.0
Cc1cc(OC(=O)c2cccs2)c(C(C)C)cc1Cl | 0.3
COCC(=O)Nc1cc(C(=O)Nc2ccccc2C)ccc1Cl | 6.8
COc1ccc(Cl)cc1NC(=O)Nc1ccc(F)cc1 | -1.7
Cc1ccc(NS(=O)(=O)c2ccc(-c3cc(C)no3)cc2)c(C)c1 | -3.3
Cc1ccc(Cl)cc1N1CCN(C(=O)c2cnn(C)c2C2CCN(C(=O)OC(C)(C)C)CC2)CC1 | 6.1
[N-]=[N+]=Nc1ccnc(-c2ccccc2O)n1 | 6.5
Cc1nc(N/N=C\c2ccc(O)cc2O)c2c3c(sc2n1)CCCC3 | -12.4
CCOC(=O)c1c(-c2ccc(Br)cc2)csc1NC(=O)CC#N | -1.8
O=C(NC1CC1)C1CCCN(C2CCN(C(=O)CSc3ccccc3)CC2)C1 (stereo not drawn) | -3.0
Cc1c(C(C)NC(=O)CCN2CCOCC2)cnn1-c1ccccn1 (stereo not drawn) | 3.4
CCn1ncc(NC(=O)Cn2cc(-c3ncc(F)c(NC)n3)cn2)n1 | 1.0
CCn1c(=O)c2c(nc3n2C(C)C(C)=NN3CC(C)C)n(C)c1=O (stereo not drawn) | -1.8
COc1ccc2c(c1)OC(C)CN(CC(=O)N1CCCN(c3nc4ccccc4o3)CC1)C2 (stereo not drawn) | -10.0
